# High-throughput results deposited in PubChem by several laboratories.
# LYP phosphatase: inhibitors of LYP phosphatase, biochemical, fluorescence intensity, uHTS (AID 1779); recombinant LYP phosphatase, fluorescence intensity; higher % means a stronger effect; Tyrosine-protein phosphatase non-receptor type 22 (Homo sapiens); 290,000 tested, 0.054% active; one-dose inhibition, % at 11.5 µM; IC50 in µM for titrated hits;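 note: plate controls were vehicle with enzyme for no effect and no enzyme for full effect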
# XIAP antagonists: XIAP antagonists, biochemical, IAP family, fluorescence polarization (AID 1018); XIAP BIR domain, fluorescence polarization peptide displacement; higher % means a stronger effect; displacement, % at 20 µM; hits with a dose series show IC50 in µM; 200,000 tested, 0.007% active; E3 ubiquitin-protein ligase XIAP (Homo sapiens); in the data active = displacement above about 50%; note: a part of the inactive calls stands beside numbers as strong as those of hits
# AID2073: inhibitors of Mint1-CaV2.2 protein interaction, biochemical, HTRF (AID 2073). 290,000 tested, 0.19% active. inhibition, % at 20 µM; hits with a dose series show IC50 in µM. HTRF protein-protein interaction, Mint1-CaV2.2; higher % means a stronger effect; in the data active = inhibition mostly above about 51%, no sharp cut-off; inconclusive = no clear call, values can overlap the other calls; inactive = mostly below about 53%; note: some results filed as inactive read as strong as hits
# NS5 inhibitors: Dengue-2 NS5 methyltransferase inhibitors, primary screen, biochemical, confirmation dose response (AID 588689); Genome polyprotein (Dengue virus type 2 (strain 16681-PDK53)); Dengue-2 NS5 methyltransferase capping enzyme assay, biochemical; higher % means a stronger effect; inhibition, % at 25 µM, or IC50 in µM where a hit was titrated; 340,000 tested, 0.3% active; in the data active = a potency from the dose series; inconclusive = inhibition above about 29% without an active follow-up result
# SIAH1 antagonists: Siah-1 peptide-binding antagonists, primary screen, biochemical, fluorescence polarization, rhodamine-plectin, uHTS (AID 1817). one-dose displacement, % at 20 µM; IC50 in µM for titrated hits. E3 ubiquitin-protein ligase SIAH1 (Homo sapiens). Siah-1 / rhodamine-plectin peptide fluorescence polarization; higher % means a stronger effect. 290,000 tested, 0.02% active;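 active = displacement of at least 50% at 20 µM, with a fluorescence ratio check between 0.3 and a set limit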;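 note: plate controls were Siah plus tracer with DMSO for no effect and tracer alone without Siah for full effect; strong numbers were not always called active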
# Myeloid diff MLP: induction of myeloid progenitor differentiation, primary screen, cell-based, flow cytometry, MLPCN library | ER-HoxA9 myeloid progenitors, lysozyme-GFP differentiation | calls only at 10 µM | 360,000 tested, 1% active | AID 624256, 2012;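 active = normalized GFP-positive differentiation at or above the plate's own cutoff, the solvent-only control mean plus 3 SD; inconclusive = no clear call, values can overlap the other calls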;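 note: cells exposed to compound for four days before flow analysis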
# HIV fusion peptide: inhibitors of HIV fusion peptide binding, primary screen, biochemical, uHTS, fluorescence dequenching (AID 1986); inhibition, % at 20 µM, or IC50 in µM where a hit was titrated; cell-free peptide binding, fluorescence dequenching, 30 min; higher % means a stronger effect; 290,000 tested, 0.3% active; in the data active = inhibition mostly above about 52%, no sharp cut-off; inactive = mostly below about 76%; note: some results filed as inactive read as strong as hits
# Hep lipid drop: inhibitors of hepatocyte lipid droplet formation, primary screen, imaging, high-throughput imaging, BODIPY stain; inhibition, % at 6.5 µM; AML12 mouse hepatocytes, oleate lipid droplets; 240,000 tested, 0.4% active;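 active = lipid droplet intensity inhibited by at least 50%, with more than 500 cells counted; inconclusive = wells with under 300 cells, treated as cytotoxic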
#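 System: AML12 hepatocytes (mouse). Probe or stimulus: oleic acid at 100 µM to induce lipid droplet formation. Times: overnight treatment with compound plus oleate. Detection: Image-based BODIPY and DAPI two-channel analysis. Evaluation: percent inhibition of filter-corrected integrated lipid droplet intensity per well.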
# NOD2 inhibition: NOD2 signaling inhibitors, cell-based, luminescence, uHTS, HEK293 (AID 1566); HEK293 NOD2/NF-kB luciferase reporter, luminescence; higher % means a stronger effect; inhibition, % at 4 µM; hits with a dose series show EC50 in µM; 290,000 tested, 0.63% active; note: many of its hits are not listed in these tables
# Hep lipid drop cells 6.5 µM: also measured in Hep lipid drop; calls as there; cell count; measured here: cell count, cytotoxicity flag;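 cells counted across two imaged fields per well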
# Myeloid diff MLP GFP+ MAC1+ %: recorded beside Myeloid diff MLP, whose call it bears; GFP+ MAC1+ double positive, %; measured here: differentiation confirmed by MAC1 staining
# The depositor's hits bear a star; i = inactive; u = inconclusive; x = no result given. Cut-off read from the data, not from the text of the source, unless noted: active = inhibition above about 50%; inactive = the rest. Only part of the results is shown; the hit share may differ from the screen's.
# Order of results – NOD2 inhibition	LYP phosphatase	XIAP antagonists	SIAH1 antagonists	Myeloid diff MLP GFP+ MAC1+ %	Myeloid diff MLP	AID2073	Hep lipid drop	NS5 inhibitors	Hep lipid drop cells 6.5 µM	HIV fusion peptide
COC(=O)C1=C(COc2ccc(C=O)cc2OC)NC(=O)NC1c1cc(C)ccc1C (centres undefined)
    15.1%	-0.2%	-15.1%	4.0%	0.5	i	-6.7%	-2.4	-4.5%	456	2.1%
C=CCn1c(SCC(=O)NC2CC2)nc2sc(CC)cc2c1=O
    3.3%	-2.2%	-1.6%	1.9%	0.1	i	-6.1%	-15.3	-9.2%	646	0.7%
O=C(Nc1ccc(S(=O)(=O)N2CCCC2)cc1)C1CCCN1C(=O)c1cccs1 (centres undefined)
    -6.1%	-5.2%	-9.8%	0.5%	0.3	i	11.5%	-7.4	-13.6%	700	-0.6%
C[C@H](NC(=O)C1CCN(S(=O)(=O)c2ccccc2)CC1)C(=O)NCc1ccccn1
    8.7%	-12.1%	x	2.7%	3.3	i	5.6%	2.5	5.3%	702	0.0%
Nc1nonc1-n1nnc(C(=O)N/N=C/c2ccc(OCc3ccccc3F)cc2)c1CNc1ccccc1
    -9.1%	-8.6%	x	5.7%	2.0	i	13.5%	12.1	-7.8%	783	-3.4%
COC(=O)[C@@]1(C)CC[C@]2(C)CC[C@@]3(C)C(=CC(=O)C4[C@@]5(C)CC[C@H](O)C(C)(C)[C@@H]5CC[C@]43C)[C@H]2C1 (some centres undefined)
    -12.6%	5.9%	x	-6.9%	1.8	i	10.2%	15.8	-7.7%	787	-1.4%
COc1ccccc1N1CCN(C(=O)c2cccc(NC3=NC4CS(=O)(=O)CC4S3)c2)CC1 (centres undefined)
    5.6%	-0.5%	x	-0.2%	1.6	i	-5.4%	-1.0	-2.1%	744	0.6%
O=C(/C=C/c1cccs1)N1CCCC1
    16.1%	-10.3%	x	-1.5%	0.4	i	9.6%	-11.2	-4.5%	839	-0.4%
COc1ccc(-c2nc(CS(=O)CC(=O)NCCC3=CCCCC3)c(C)o2)cc1 (centres undefined)
    -36.5%	-1.9%	-3.4%	-2.9%	0.3	i	-4.4%	x	-9.0%	x	3.1%
COc1ccc(N2C(=O)CC(NCc3cccs3)C2=O)cc1 (centres undefined)
    5.0%	-7.3%	-2.6%	0.7%	0.9	i	-4.1%	x	-2.4%	x	-1.0%
Cc1ccc(OC(=O)c2cc(C)nn2C(C)(C)C)cc1
    14.5%	-1.3%	x	0.3%	0.3	i	u	-2.8	-3.1%	687	2.4%
O=C(COC(=O)c1ccc2c(=O)n3c(nc2c1)CCC3)Nc1ccc(OC(F)F)cc1
    14.5%	-7.5%	-9.1%	18.8%	0.1	i	-11.5%	2.9	2.3%	665	0.8%
O=c1sc(N2CCN(c3ccc(F)cc3)CC2)nc2ccsc12
    -54.2%	-7.2%	-10.2%	1.9%	4.7	i	39.6%	x	6.2%	x	-3.4%
CC(=O)Nc1ccc(S(=O)(=O)N2CCN(Cc3cccnc3)CC2)cc1
    11.3%	-10.8%	-1.3%	6.3%	2.4	i	-3.0%	1.3	-3.5%	782	3.9%
CNc1nc2ccccc2n1/N=C/c1cccc(OC)c1OC
    15.0%	-7.3%	-6.5%	-0.8%	4.2	i	-4.2%	x	-6.4%	x	-1.2%
N#CCC(=O)NC1CCC(CC2CCC(NC(=O)CC#N)CC2)CC1 (centres undefined)
    17.6%	-8.0%	x	0.8%	2.7	i	10.6%	-0.7	1.6%	780	0.2%
Cc1cc(=O)n2[nH]c(SCc3ccccc3Cl)nc2n1
    1.7%	-6.6%	x	3.7%	0.7	i	10.1%	3.3	1.3%	828	1.6%
CCN(CC)c1ccc(C2C(C(=O)OCCOC(C)C)=C(C)NC3=C2C(=O)CCC3)cc1 (centres undefined)
    16.8%	-8.0%	-3.7%	5.1%	1.5	i	-1.7%	x	0.5%	x	0.8%
CCOc1ccccc1C(=O)OCC(=O)NCCNC(=O)COC(=O)c1ccccc1OCC
    -4.3%	-7.2%	x	2.4%	3.6	i	5.8%	8.7	-5.2%	699	1.3%
O=C(CCC(=O)c1cccs1)Nc1nnc(C2CC2)s1
    6.3%	-11.0%	-4.1%	-5.7%	0.9	i	5.0%	-0.6	-1.3%	797	-0.7%
CC(C)CC(NS(=O)(=O)c1ccccc1S(=O)(=O)NC(CC(C)C)C(=O)O)C(=O)O (centres undefined)
    12.0%	-10.4%	x	-1.4%	2.1	i	11.7%	1.4	0.8%	800	0.6%
O=C(N1CCN(c2ccccn2)CC1)C(Cl)(Cl)Cl
    11.3%	-7.6%	-14.9%	-5.6%	0.4	i	-10.8%	-32.9	-7.7%	403	-0.8%
COc1ccccc1CNC(=O)COC(=O)c1n[nH]c2ccccc12
    31.2%	-12.1%	-4.2%	1.3%	0.9	i	-1.9%	-1.2	1.4%	765	-0.7%
COc1ccc(C)cc1NC(=O)C1CCCN(S(=O)(=O)c2ccc3[nH]c(=O)ccc3c2)C1 (centres undefined)
    18.2%	-14.3%	x	-0.2%	1.1	i	27.3%	1.1	-2.6%	693	-1.3%
COc1ccc2[nH]c(C(=O)O)c(NS(=O)(=O)c3ccc(C)c(C)c3)c2c1
    -1.0%	-10.3%	x	-1.7%	2.5	i	8.9%	6.0	-7.8%	734	10.2%
CCOC(=O)CNc1ncc([N+](=O)[O-])cc1C#N
    7.4%	-7.5%	-16.6%	-3.0%	0.2	i	11.3%	2.3	-9.6%	660	1.0%
O=[N+]([O-])c1ccc(Oc2ccc(-c3cnc4ccccc4n3)cc2[N+](=O)[O-])cc1
    -3.9%	6.8%	-8.5%	-1.2%	0.3	i	8.2%	22.1	0.0%	643	-1.3%
Cc1cccc(-n2nc(C)c3c2NC2=C(C(=O)CCC2)C3c2ccccn2)c1 (centres undefined)
    15.2%	-10.0%	-6.7%	1.1%	0.2	i	22.1%	14.1	-3.0%	678	-1.0%
COc1ccc2nc(C(F)(F)Cl)c(C#N)c(N)c2c1
    19.7%	-3.8%	x	0.7%	0.1	i	9.3%	-0.1	0.8%	605	-0.5%
COc1ccc(CN(C(=O)CNC(=O)c2ccco2)C(C(=O)NC2CCCC2)c2ccco2)cc1 (centres undefined)
    5.8%	4.3%	-6.1%	-1.6%	0.8	i	26.4%	-13.9	5.6%	714	0.0%

# New compounds follow.
# Order of results – NOD2 inhibition	LYP phosphatase	XIAP antagonists	SIAH1 antagonists	Myeloid diff MLP GFP+ MAC1+ %	Myeloid diff MLP	AID2073	Hep lipid drop	NS5 inhibitors	Hep lipid drop cells 6.5 µM	HIV fusion peptide
COc1ccc(NC(=S)N2CCC(NC(=O)c3cccc(C)c3)CC2)cc1
    18.2%	-7.0%	x	-1.6%	0.5	i	-2.5%	15.2	-6.7%	816	0.5%
CCCOc1ccc(/C(O)=C2/C(=O)C(=O)N(CCCn3ccnc3)C2c2ccco2)cc1 (centres undefined)
    -29.3%	0.4%	0.3%	6.5%	0.4	i	2.9%	x	-5.7%	x	0.8%
CC1(C)CC(NC(=O)COc2ccc(Cl)cc2Cl)CC(C)(C)N1
    -4.3%	-11.0%	x	3.1%	0.3	i	0.2%	22.1	-7.1%	845	2.0%
Cc1oc(-c2ccccc2F)nc1CS(=O)(=O)CC(=O)NCCCN1CC(C)CC(C)C1 (centres undefined)
    10.1%	-9.0%	x	-3.6%	6.4	i	-0.5%	-1.7	1.8%	749	-1.4%
O=c1cc(CSc2nnc(COc3ccccc3)n2-c2ccccc2)c2ccccc2[nH]1
    12.1%	-0.5%	-4.6%	5.4%	0.1	i	4.0%	0.9	-5.1%	667	-1.6%
C=CCn1c(SCC(=O)c2ccc(O)c(O)c2)nnc1-c1ccccc1OC
    -12.3%	0.7%	-1.1%	-9.7%	0.4	i	0.9%	x	4.7%	x	1.1%
CCN(CC)c1ccc(O)c(C=Nc2ccc(C)c(C)c2)c1
    -27.8%	0.6%	-4.8%	8.3%	0.2	i	16.0%	4.8	-1.5%	735	-0.6%
CCOC(=O)c1ccc2c(c1)n(CC)c(/C=C/Nc1ccccc1)[n+]2CC
    17.5%	-7.0%	-2.2%	-0.5%	4.1	i	-12.5%	x	-4.2%	x	-0.5%
CN1CCC(Oc2ccccc2Sc2ccc(C(F)(F)F)cc2)CC1
    12.7%	-9.0%	-1.3%	1.9%	0.3	i	3.7%	-42.5	0.0%	618	-1.1%
COC(=O)CSc1c(-c2ccccc2)c2cc(Cl)ccc2[nH]c1=O
    12.6%	-2.8%	-5.9%	-0.9%	0.6	i	-1.5%	x	1.0%	x	-0.7%
CCc1cc2cc(C)cc(C)c2[nH]c1=S
    -7.2%	-0.1%	-1.3%	5.6%	1.1	i	-16.5%	1.8	-8.7%	739	3.2%
CC(=O)Nc1ccc(OC/C=C(\C)Cl)cc1
    -20.6%	1.0%	-6.2%	2.5%	5.7	i	25.6%	x	0.7%	x	0.6%
Cc1ccc(S(=O)(=O)NC(=O)NN2CC3CCCC3C2)cc1 (centres undefined)
    7.6%	-2.4%	x	-1.5%	0.3	i	5.0%	-1.3	0.7%	837	0.7%
Cc1nc(NCCN2CCOCC2)c2nnn(Cc3c(F)cccc3Cl)c2n1
    3.4%	-6.4%	0.1%	-0.3%	0.5	i	-1.9%	x	-0.7%	x	-0.8%
Cc1ccc2nc(-c3ccc(NC(=O)CN(c4ccccc4C)S(C)(=O)=O)cc3)sc2c1
    -142.0%	-0.4%	0.9%	3.8%	2.6	i	23.0%	14.3	-10.4%	700	1.2%
O=C1C2CCCN2C(=S)N1c1ccccc1 (centres undefined)
    -3.4%	-9.0%	x	1.2%	0.6	i	-16.3%	4.9	-3.3%	813	2.8%

# Entries of single compounds as entered above. Order of screens: NOD2 inhibition	LYP phosphatase	XIAP antagonists	SIAH1 antagonists	Myeloid diff MLP GFP+ MAC1+ %	Myeloid diff MLP	AID2073	Hep lipid drop	NS5 inhibitors	Hep lipid drop cells 6.5 µM	HIV fusion peptide
# CCN(CC)c1ccc(O)c(C=Nc2ccc(C)c(C)c2)c1 is listed with -27.8%	0.6%	-4.8%	8.3%	0.2	i	16.0%	4.8	-1.5%	735	-0.6%
# CC1(C)CC(NC(=O)COc2ccc(Cl)cc2Cl)CC(C)(C)N1 is listed with -4.3%	-11.0%	x	3.1%	0.3	i	0.2%	22.1	-7.1%	845	2.0%
# Cc1ccc(S(=O)(=O)NC(=O)NN2CC3CCCC3C2)cc1 (centres undefined) is listed with 7.6%	-2.4%	x	-1.5%	0.3	i	5.0%	-1.3	0.7%	837	0.7%
